# Source: PubChem BioAssay
# MazEF act – activators of E. coli MazEF toxin-antitoxin RNase, primary screen, biochemical, fluorescence, uHTS; Endoribonuclease toxin MazF (Escherichia coli (strain K12)), P0AE70; FAM/BHQ RNA-DNA oligo cleavage fluorescence, 5 h; activation, % at 20 µM; 0.32% of 350,000 active; AID 504720, 2011; in the data active = activation above about 50%
# Target sequence (P0AE70 whole entry, looked up): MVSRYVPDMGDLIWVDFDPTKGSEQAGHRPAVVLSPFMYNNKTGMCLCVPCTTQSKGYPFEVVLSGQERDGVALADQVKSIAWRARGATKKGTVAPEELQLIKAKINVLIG
# GDH-TPI counter – GDH-TPI coupling enzyme inhibitors, primary screen, artefact control for M. tuberculosis FBA inhibitor project, biochemical, absorbance, full deck; GDH-TPI coupled enzyme counterscreen, NADH absorbance; inhibition, % at 4.8 µM; 1.2% of 360,000 active; AID 588335, 2011; in the data active = inhibition above about 30%;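 also: 0% = DMSO wells and 100% = wells lacking the enzyme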
# Vc quorum ag – inducers of Vibrio cholerae quorum light production without autoinducers, primary screen, BH1578 luxS cqsA deficient, single point | activation, % at 18.7 µM | AID 588436, 2011 | 0.16% of 350,000 active | V. cholerae BH1578 lux reporter, luminescence, 6 h; in the data active = activation mostly above about 9.7%, no sharp cut-off; also: not every result past the cut was called active; inactives centre near 0; reference of the scale not given here
# 3CLpro inhibitor – SARS-CoV 3CLpro protease inhibitors, primary screen, biochemical, quenched FRET. Replicase polyprotein 1ab (Severe acute respiratory syndrome coronavirus), P0C6X7. 0.14% of 290,000 active. inhibition, % at 6 µM. recombinant SARS-CoV 3CLpro, quenched FRET peptide cleavage; in the data active = inhibition above about 12%
# SSB-PriA inh – inhibitors of Klebsiella pneumoniae PriA binding to SSB C-terminal tail, primary screen, biochemical, AlphaScreen | PriA–SSB C-terminal tail interaction (Klebsiella pneumoniae) | AlphaScreen SSBct-PriA binding, biotinylated peptide | inhibition, % at 33 µM | 0.6% of 430,000 active | AID 1272365, 2023; in the data active = inhibition mostly above about 37%, no sharp cut-off; inactive = mostly below about 20%;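 also: plate controls were negative control peptide for no effect and reference peptide for full effect; strong numbers were not always called active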
# DUSP3 inh – VHR1 phosphatase inhibitors, primary screen, biochemical, absorbance, uHTS; Dual specificity protein phosphatase 3 (Homo sapiens), P51452; recombinant VHR phosphatase, pNPP absorbance; inhibition, % at 13.3 µM; 0.52% of 290,000 active; in the data active = inhibition above about 50%; also: some compounds called inactive have numbers as strong as hits
# Target sequence (P51452 whole entry, looked up): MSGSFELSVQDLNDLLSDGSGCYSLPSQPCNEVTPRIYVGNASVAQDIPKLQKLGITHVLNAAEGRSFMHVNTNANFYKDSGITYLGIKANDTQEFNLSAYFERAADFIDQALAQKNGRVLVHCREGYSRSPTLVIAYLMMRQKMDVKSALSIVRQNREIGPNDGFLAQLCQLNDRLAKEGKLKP
# Mtb BioA inh – M. tuberculosis BioA enzyme inhibitors, primary screen, biochemical, plate reader, single point, HTS; 7,8-diaminopelargonic acid synthase BioA (Mycobacterium tuberculosis); purified M. tuberculosis BioA enzyme; inhibition, % at 9.99 µM; 0.096% of 360,000 active; in the data active = inhibition above about 40%
# Mtb FBA inh – Mtb FBA enzyme inhibitors, primary screen, biochemical, fluorescence, strain H37Rv; purified M. tuberculosis FBA, fluorescence read-out; inhibition, % at 1 µM; 2.3% of 360,000 active; AID 588726, 2011; in the data active = inhibition above about 27%;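 also: 0% = vehicle and 100% = reference inhibitor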
# Target sequence (P9WQA3 whole entry, looked up): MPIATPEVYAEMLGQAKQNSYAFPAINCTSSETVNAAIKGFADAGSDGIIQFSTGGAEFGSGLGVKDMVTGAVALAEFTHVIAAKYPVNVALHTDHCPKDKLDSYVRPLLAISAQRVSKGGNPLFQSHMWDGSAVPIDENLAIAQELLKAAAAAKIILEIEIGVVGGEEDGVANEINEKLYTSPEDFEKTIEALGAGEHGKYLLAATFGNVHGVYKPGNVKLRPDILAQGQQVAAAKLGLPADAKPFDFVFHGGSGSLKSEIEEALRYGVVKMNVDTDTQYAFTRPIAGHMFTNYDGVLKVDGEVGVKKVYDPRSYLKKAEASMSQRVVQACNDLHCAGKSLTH
# Rv3671c protease – Rv3671c serine protease inhibitors, primary screen, biochemical, fluorescence polarization, M. tuberculosis H37Rv | 0.048% of 320,000 active | P9WHR9 | AID 2606, 2010 | inhibition, % at 5.96 µM; in the data active = inhibition above about 38%;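 also: extracellular domain of Rv3671c used as enzyme; 0% = enzyme with DMSO and 100% = no enzyme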
# Target sequence (P9WHR9 whole entry, looked up, the tested form may be a part): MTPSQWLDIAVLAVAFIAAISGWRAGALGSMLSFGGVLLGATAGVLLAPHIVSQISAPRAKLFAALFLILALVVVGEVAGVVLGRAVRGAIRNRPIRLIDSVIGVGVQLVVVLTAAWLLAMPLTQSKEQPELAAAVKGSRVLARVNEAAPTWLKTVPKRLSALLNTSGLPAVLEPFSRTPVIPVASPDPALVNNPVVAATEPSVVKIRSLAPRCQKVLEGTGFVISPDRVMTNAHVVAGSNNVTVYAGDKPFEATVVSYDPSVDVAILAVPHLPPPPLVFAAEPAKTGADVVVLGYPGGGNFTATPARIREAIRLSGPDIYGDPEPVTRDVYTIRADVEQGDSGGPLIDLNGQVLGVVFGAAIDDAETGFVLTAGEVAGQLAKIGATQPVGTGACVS
# Mtb UGM inh – M. tuberculosis UGM enzyme inhibitors, primary screen, biochemical, fluorescence polarization, single point; UDP-galactopyranose mutase (Mycobacterium tuberculosis (strain ATCC 25618 / H37Rv)), …; purified UGM, fluorescence polarization probe displacement; 0.06% of 320,000 active; inhibition, % at 10 µM; in the data active = inhibition above about 10%, passing the limit was not always enough
# Numbers without * were called inactive; i = inactive; . = not tested or not shown; & = joins results of further samples. An excerpt; rates above refer to the full screens.
# Preview:
SMILES,MazEF act,GDH-TPI counter,Vc quorum ag,3CLpro inhibitor,SSB-PriA inh,DUSP3 inh,Mtb BioA inh,Mtb FBA inh,Rv3671c protease,Mtb UGM inh
COc1ccc(CCNC(=O)c2ccc(NS(=O)(=O)c3c(C)noc3C)cc2)cc1OC,-12,-4,i,4,-16,21,0.6,0,1,1.6
COc1ccc(Cn2nnnc2CN2CCC(O)(c3ccc(F)cc3)CC2)cc1,-2,-1,i,8,12,15,.,2,4,1.5
C(=N\N1CCN(Cc2ccccc2)CC1)/c1cccs1,6,11,3.2,2,.,24,2.0,-3,4,-0.6
O=C(O)CSc1nc(-c2ccccc2)c(-c2ccccc2)[nH]1,-1,-3,-0.5,0,6,0,.,29*,6,3.2

# Main list, from the start:
SMILES,MazEF act,GDH-TPI counter,Vc quorum ag,3CLpro inhibitor,SSB-PriA inh,DUSP3 inh,Mtb BioA inh,Mtb FBA inh,Rv3671c protease,Mtb UGM inh
COc1ccc(CCNC(=O)c2ccc(NS(=O)(=O)c3c(C)noc3C)cc2)cc1OC,-12,-4,i,4,-16,21,0.6,0,1,1.6
COc1ccc(Cn2nnnc2CN2CCC(O)(c3ccc(F)cc3)CC2)cc1,-2,-1,i,8,12,15,.,2,4,1.5
C(=N\N1CCN(Cc2ccccc2)CC1)/c1cccs1,6,11,3.2,2,.,24,2.0,-3,4,-0.6
O=C(O)CSc1nc(-c2ccccc2)c(-c2ccccc2)[nH]1,-1,-3,-0.5,0,6,0,.,29*,6,3.2
CCc1sc(-c2c(C#N)c(N)nc3c2CCCCCC3)cc1[N+](=O)[O-],-2,15,i,-1,-8,42,0.1,0,-2,-0.8
COc1cc(NC(=O)c2ccc([N+](=O)[O-])o2)ccc1NC(=O)c1ccco1,6,24,0.9,-5,-14,40,-0.4,-1,-5,1.3
Cc1ccccc1-n1c(=O)n(Cc2ccco2)c(=O)c2[nH]cnc21,-8,4,-1.0,3,-1,20,0.1,1,-1,-1.1
C#CC[N+](C)(C)CC#Cc1ccccc1,-1,-2,i,6,-17,11,.,1,3,0.7
Cc1cc(C)n2nc(C(=O)OCC(=O)N(CC(C)C)CC(C)C)nc2n1,8,-5,-0.6,0,-12,17,-0.2,0,0,2.4
Cc1ccccc1S(=O)(=O)N1CCN(C)CC1,11,-2,-0.9,-2,1,25,0.4,0,2,-0.3
COc1ccccc1C=NN1CCCCCC1,12,7,-0.4,.,6,.,0.6,2,.,.
O=C(CN1C(=O)c2ccccc2S1(=O)=O)Nc1ccc([N+](=O)[O-])cc1,3,27,-1.6,.,3,.,-7.8,3,-2,0.7
CCOC(=O)c1nnn(-c2nonc2N)c1CN(C)C1CCCCC1,3,2,0.8,0,-4,14,1.5,-1,0,5.9
CC1=CC(C)C2C(=O)N(c3ccccc3)C(=O)C2C1 (centres undefined),-9,3,2.6,1,-4,-9,-0.3,1,-10,0.5
Cc1cc(=O)oc2cc(OCC(=O)Nc3nnc(CC(C)C)s3)ccc12,0,2,i,1,-18,17,-1.2,6,1,1.9
C[C@@H]1CN([C@H](C)CO)C(=O)c2cccc(NC(=O)c3ccncc3)c2O[C@@H]1CN(C)Cc1ccc(C(=O)O)cc1,5,0,0.6,.,-1,.,-3.3&-2.2,2,6,-1.9
CCCCN1CCc2[nH]c(=S)[nH]c(=O)c2C1,2,19,-0.4,-2,3,12,-0.7,12,-3,2.1
CCOC(=O)C(C(=O)Nc1ccccn1)C1CCCCC1 (centres undefined),0,-3,0.3,-2,-4,3,.,4,-2,-0.1
CCC(CC)C(=O)Nc1cc(C)cc(C)c1,5,-3,i,-5,-4,29,-0.7,1,-7,-2.9
Cc1ccc(-c2nnn(CC(=O)N(CCO)C(C(=O)NC3CCCCC3)c3ccncc3)n2)o1 (centres undefined),10,3,-0.2,3,-33,13,.,-4,2,-3.1
CCCn1nc(C(=O)Nc2cccc(C(=O)OC)c2)c2ccccc2c1=O,4,-5,i,1,3,2,-0.8,1,-18,-0.5
CCCCNc1cc(=O)oc2ccccc12,1,8,1.1,3,17,13,.,3,0,0.0
O=C(NCc1ccco1)C12CN(Cc3ccccc3)CC1C(c1ccc([N+](=O)[O-])cc1)=NO2 (centres undefined),3,-2,-0.3,-3,31,5,-0.2,1,3,2.7
CCOC(=O)N1CCC(NC(=O)c2oc3c(F)cccc3c2C)CC1,12,1,-0.2,-6,-16,3,0.4,0,-8,-1.3
Cc1csc(=O)n1CC(=O)OCc1nnc(-c2ccc(Cl)cc2)o1,-11,4,-0.7,.,-19,.,6.4,8,-1,1.7

# The list continues.
SMILES,MazEF act,GDH-TPI counter,Vc quorum ag,3CLpro inhibitor,SSB-PriA inh,DUSP3 inh,Mtb BioA inh,Mtb FBA inh,Rv3671c protease,Mtb UGM inh
CC(=O)N1CCN(S(=O)(=O)c2cccc(C(=O)NNC(=O)Cn3nc(C)cc3C)c2)CC1,-2,13,i,.,-11,.,-4.3,3,6,10*
CCOC(=O)c1ccccc1NC(=O)c1ccccc1NS(C)(=O)=O,4,-3,0.6,-3,-5,1,-2.1,1,2,0.9
Cc1cccc2cc(CN(Cc3ccco3)C(=O)c3ccco3)c(=O)[nH]c12,5,6,i,-1,-7,-19,0.6,4,-7,-1.0
Cc1ccc(C(=O)N/C(=C/c2cccs2)C(=O)NCc2ccco2)cc1,3,-4,i,-4,0,5,1.3,-2,6,-0.6
CC(OC(=O)c1ccc(NS(=O)(=O)c2ccc3[nH]c(=O)[nH]c3c2)cc1)C(=O)Nc1ccc(Cl)cc1 (centres undefined),-3,-4,i,8,0,9,.,3,-164,0.8
COc1ccc(NC(=O)Nc2ccc3c(c2)C(=O)N([C@H](C)CO)C[C@H](C)[C@H](CN(C)Cc2ccc(C(=O)O)cc2)OCCCC[C@@H](C)O3)cc1,2,6,i,.,.,.,1.2&-1.1,-1,.,.
Cc1cc(=O)[nH]c2ccc(S(=O)(=O)Nc3ccc(O)cc3)cc12,3,4,i,0,-9,18,-0.1,-5,-2,0.1
Cc1cc(C(=O)CSc2nnc(-c3ccco3)o2)c(C)n1-c1ccc2c(c1)OCCO2,11,11,.,-2,4,-17,0.6,0,-17,-0.6
COc1cc(OC)c(OC)cc1/C=N/Nc1ncnc2c1[nH]c1ccccc12,-3,19,-0.1,1,.,2,-1.0,5,1,-1.4
COc1cccc(OCc2cc(C(=O)N3CCN(c4ccccc4OC)CC3)no2)c1,-7,2,0.9,-3,4,13,-2.1,3,3,1.0
CCOc1ccc(N2CC(C(=O)Nc3ccc(F)cc3F)CC2=O)cc1 (centres undefined),-5,3,-8.8,0,-4,4,-0.5,-2,2,-3.4
Cc1c(C)c2ccc(OCC(=O)N3CCC[C@@H]3C(=O)O)c(C)c2oc1=O,-4,8,-0.5,3,-6,20,-0.2,129*,14,0.1
Cc1cc(C(=O)NCCCOC(C)C)c2ccccc2n1,0,-1,-0.2,-2,-17,50*,2.0,-2,0,-1.3
Cc1cc2c(SCC(=O)Nc3cccc(O)c3)ncnc2s1,-11,23,-0.8,.,-6,.,1.4,1,.,.
COc1ccc(C(=O)C2CCCN(Cc3ccc4nonc4c3)C2)c(OC)c1 (centres undefined),-2,3,-3.3,-2,-17,4,2.3,57*,-2,-0.5
COc1ccc(CCNC(=O)[C@H](C)NC(=O)[C@@H]2CSC3c4ccccc4C(=O)N32)cc1 (some centres undefined),8,2,-3.1,5,-5,4,1.0,0,-10,1.6
O=C(c1ccc2nc[nH]c2c1)N1CCc2ccccc2C1,6,16,1.1,6,6,-11,4.3,-5,0,0.5
CCCCN=Cc1c(C)[nH]n(-c2ccccc2)c1=S,2,3,-0.2,2,-8,0,.,-1,8,-0.1
CCOc1ccc(C(=O)OC2CCN(C)CC2)cc1,0,4,i,2,-5,26,-1.4,1,-1,2.2
O=C(OC(C(=O)NCc1cccs1)c1ccccc1F)c1ccco1 (centres undefined),4,-13,i,-8,-8,20,-2.7,-3,5,-2.4
COc1cccc(CN(C)C(=O)C2CC(=O)N(c3ccc4c(c3)OCCO4)C2)c1 (centres undefined),5,5,-0.1,.,1,.,.,-2,13,-0.7
COc1ccc(/C(C)=N/NC(=O)CNC(=O)c2ccco2)cc1,2,1,i,2,.,6,.,0,2,-0.6
Cc1nc(N2CCOCC2)sc1C(=O)NN,6,18,-0.9,3,2,17,.,-1,4,-0.5
Cc1ccc(N2CC(C)Cn3c2nc2c3c(=O)n(CC(=O)OCc3ccccc3)c(=O)n2C)cc1C (centres undefined),-25,0,-0.4,3,7,-2,.,-4,5,4.6
CCN1C(=O)c2ccccc2S(=O)c2ccc(C(=O)N3CCN(C(=O)c4ccco4)CC3)cc21 (centres undefined),8,6,-1.6,4,-8,-5,0.8,0,2,-2.2

# Compound profiles, from the list above. Values in the order: MazEF act	GDH-TPI counter	Vc quorum ag	3CLpro inhibitor	SSB-PriA inh	DUSP3 inh	Mtb BioA inh	Mtb FBA inh	Rv3671c protease	Mtb UGM inh
# Cc1ccc(C(=O)N/C(=C/c2cccs2)C(=O)NCc2ccco2)cc1 as listed: 3	-4	i	-4	0	5	1.3	-2	6	-0.6
# CCOc1ccc(C(=O)OC2CCN(C)CC2)cc1 as listed: 0	4	i	2	-5	26	-1.4	1	-1	2.2
# COc1cc(OC)c(OC)cc1/C=N/Nc1ncnc2c1[nH]c1ccccc12 as listed: -3	19	-0.1	1	.	2	-1.0	5	1	-1.4

# Single values from the results shown.
# `O=C(c1ccc2nc[nH]c2c1)N1CCc2ccccc2C1` in SSB-PriA inh is entered as 6
# `Cc1ccc(C(=O)N/C(=C/c2cccs2)C(=O)NCc2ccco2)cc1` in SSB-PriA inh is entered as 0

# Other entries.
SMILES,MazEF act,GDH-TPI counter,Vc quorum ag,3CLpro inhibitor,SSB-PriA inh,DUSP3 inh,Mtb BioA inh,Mtb FBA inh,Rv3671c protease,Mtb UGM inh
COc1ccc(NC(=O)CCN2CCCCCC2)cc1,3,8,-0.7,0,-21,-18,-0.9,0,-3,-0.7
COC(=O)c1ccc(NC(=O)Cc2ccccc2)cc1,3,10,i,2,-11,18,.,0,-3,3.4
COc1ccc(Cn2nnnc2C(c2ccccc2Cl)N2CCC(C(N)=O)CC2)cc1 (centres undefined),-5,6,2.9,1,0,20,3.2,-6,-1,2.9
COc1cc2c(cc1OC)/C(=C/C(=O)c1ccc(C)cc1)NCC2,4,9,-1.2,-2,.,15,-1.4,8,.,-0.6
CCCOc1ccc(-c2nnn(CC(=O)Nc3cccc(C(=O)OC)c3)n2)cc1,-8,-2,-0.3,.,-11,23,1.1,0,-22,0.9
COc1ccccc1CNC(=O)C1CCN(C(=O)[C@@H]2Cc3ccccc3CN2)CC1,-18,-4,-0.4,-2,-11,-13,-1.0,-2,1,-1.2
COc1cccc(N=Cc2c[nH][nH]c2=O)c1,6,21,i,5,2,21,1.1,4,4,0.4
Cc1ccc(NC(=O)CN(C)CC(=O)Nc2sc3c(c2C(N)=O)CCC3)cc1,1,6,-0.6,1,1,33,3.6,-1,-7,-0.4
CC(C)Cc1ccc(CN2CCC(n3nccc3NC(=O)C3CCCC3)CC2)cc1,-5,-5,-0.3,9,3,19,0.5,-1,0,1.6
CCOc1ccc(CNC(=O)CCC(=O)N2CCSc3ccccc32)cc1,0,-4,-0.2,-3,-5,21,0.6,1,7,-0.1
COc1ccc(C(=O)C(Cc2ccccc2)N(C)C)cc1 (centres undefined),9,5,0.1,-2,-17,-1,1.1,0,-5,0.9
CCc1cc2c(=O)n(-c3ccc(Br)cc3)cnc2s1,3,7,i,-6,-10,44,-3.3,2,-5,-1.2
